M. tuberculosis GlmU: inhibition of mycobacterial GlmU enzyme – biochemical, glucosamine-1-phosphate acetyltransferase (AID 1376). M. tuberculosis GlmU acetyltransferase enzyme assay; higher % means a stronger effect. 0.25% of 220,000 active. inhibition, %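 (tested at 30 µM in the primary screen)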, or IC50 in µM where a hit was titrated. Bifunctional protein GlmU (Mycobacterium tuberculosis (strain ATCC 25618 / H37Rv)); in the data active means inhibition above about 13%;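 further: 0% = complete reaction with vehicle and 100% = reaction without substrate; strong numbers were not always called active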
RmlCD inh 1536: M. tuberculosis RmlC/RmlD coupled enzyme inhibitors, primary screen, biochemical, compound mixtures, 384-well, from 1536-well plates; dTDP-4-dehydrorhamnose reductase (Mycobacterium tuberculosis (strain ATCC 25618 / H37Rv)) …; RmlC+RmlD coupled enzyme assay, percent inhibition; primary screen in compound mixtures; inhibition, % at 3.6 µM; 0.03% of 160,000 active; in the data active means inhibition mostly above about 34%, no sharp cut-off; further: some results filed as inactive read as strong as hits
Target sequence (P9WH09 whole entry, looked up): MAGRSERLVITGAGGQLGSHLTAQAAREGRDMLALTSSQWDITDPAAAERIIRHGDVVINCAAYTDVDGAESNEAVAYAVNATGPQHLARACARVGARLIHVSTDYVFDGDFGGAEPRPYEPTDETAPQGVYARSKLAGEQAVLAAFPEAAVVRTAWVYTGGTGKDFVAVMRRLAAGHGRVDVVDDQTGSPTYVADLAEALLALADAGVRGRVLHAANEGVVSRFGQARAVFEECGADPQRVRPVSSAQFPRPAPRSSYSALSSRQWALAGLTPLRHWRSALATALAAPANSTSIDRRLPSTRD
Target sequence (P9WH11 whole entry, looked up): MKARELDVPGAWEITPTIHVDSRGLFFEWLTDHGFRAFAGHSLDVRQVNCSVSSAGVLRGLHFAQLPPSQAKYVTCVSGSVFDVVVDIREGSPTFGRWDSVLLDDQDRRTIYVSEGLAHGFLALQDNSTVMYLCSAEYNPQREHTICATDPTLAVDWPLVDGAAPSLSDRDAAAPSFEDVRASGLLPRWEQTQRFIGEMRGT
Numbers without * were called inactive; x = not tested or not shown. This is a subset; count on the stated rates, not on these rows.

SMILES | M. tuberculosis GlmU | RmlCD inh 1536
Cc1ccc(S(=O)(=O)/N=C(/Nc2ccc3[nH]c(=O)[nH]c3c2)c2ccc(F)cc2)cc1 | 2.5% | -10
O=c1cc(N2CCCCC2)c(-c2ccccc2)nn1Cc1c(Cl)cccc1Cl | -8.2% | 3
O=C(CSc1n[nH]c(=O)n1C1CC1)Nc1ccc(Cl)c(Cl)c1 | 4.5% | x
CC(C)(C)CN1CCNC(=O)C1CC(=O)NC1Cc2ccccc2C1 (centres undefined) | 1.2% | 35
Cc1c(O)c(CN2CCCC2)cc2c3c(c(=O)oc12)CCC3 | -1.6% | x
CCCn1ncc(CN2CCCC(C(=O)c3cccc(OC)c3)C2)c1C (centres undefined) | -0.2% | -10
CCC(=O)N1Cc2ccccc2-c2ccccc2C1=O | -3.6% | x
N#Cc1ccc(Oc2nc(Nc3ccc(F)cc3)nc(N3CCCC3)n2)cc1 | -1.2% | -10
C=CCn1c2ccccc2c2nnc(SCC(=O)Nc3cc(C)on3)nc21 | -3.7% | -2
CCC(C(=O)NC(C)CCc1ccccc1)n1nc(C)n2c(cc3occc32)c1=O (centres undefined) | 0.1% | -8
CCOC(=O)N/N=C\c1ccc([N+](=O)[O-])s1 | 5.1% | 6
CC/C(=N\Nc1ccc([N+](=O)[O-])cc1)c1ccccc1 | -4.0% | -9
O=C(CN1C(=O)NC2(CCCc3ccccc32)C1=O)Nc1cccc(S(=O)(=O)N2CCCCC2)c1 (centres undefined) | -3.3% | -7
Cc1cc(C)n(-c2nnc(C)n2/N=C/c2ccccc2OCc2ccccc2Cl)n1 | -4.0% | x
C=CCSc1nc2c(c(=N)n1CC=C)C1CCCC1S2 (centres undefined) | 1.0% | -7
CCCCN1Cc2c(nc3cc(-c4ccccc4)[nH]n3c2=O)C1=O | 8.3% | x
COC(=O)[C@H](CCSC)NC(=O)Nc1ccc(OC)c(Cl)c1 | 0.4% | x
S=C(NCCc1cnc[nH]1)NC1CCCC1 | 0.7% | x
COc1ccc(-c2c(C)c3ccc(OCC(C)=O)cc3oc2=O)cc1 | -3.0% | x
Cn1c(=O)c2c(nc(NC3CCCCC3)n2Cc2ccccc2)n(C)c1=O | 6.3% | 7
CCOCCCn1c(=N)c(C(=O)Nc2cc(C)on2)cc2c(=O)n3ccccc3nc21 | 0.5% | x
COc1ccc(C(=O)Nc2ccccc2NC(=O)c2ccco2)c(OC)c1 | -4.7% | -4
CC(OC(=O)c1ccc2ncsc2c1)C(=O)NCc1ccccc1 (centres undefined) | -6.0% | -9
Cc1ccc(NC(=O)CSc2ccccc2NC(=O)c2cccc(Cl)c2)cc1Cl | 0.8% | 19
COc1cc2nc(CC(C)C)n(NC(=O)c3ccccc3)c(=O)c2cc1OC | 0.2% | x
Other compounds
SMILES | M. tuberculosis GlmU | RmlCD inh 1536
NC(=O)[C@H](Cc1cc2ccccc2s1)NC(=O)[C@@H]1CC2(CC(c3cccc(NC(=O)[C@@H]4CCC(=O)N4)c3)=NO2)CN1C(=O)c1ccccc1 (some centres undefined) | -1.8% | -8
O=C1CC(C2CCCO2)C(=O)N1Cc1ccccc1 (centres undefined) | 2.6% | 5
Cc1cc(C(F)(F)F)nn1CC(=O)NNC(=S)Nc1ccc(F)cc1 | -2.9% | -10
CC(C)c1ccccc1NC(=S)N(C)C | -1.7% | 9
Cc1ccc(CSc2nc3ccsc3c(=O)n2Cc2ccccn2)cc1 | 7.6% | -14
COCCOc1cc(NC(=O)CS(=O)CC(=O)N(C)C)c(Cl)cc1Cl (centres undefined) | -5.4% | x
COC(=O)C1=C(C(=O)OC)[C@@H]2N(C)c3ccc(OC)cc3[C@@]23C[C@@H](C(=O)OC)N(C(=O)C2CCC2)C3=N1 | 4.2% | -9
COc1ccc(NC(=O)[C@@H]2CC=C[C@@H]3CCN(Cc4ccccc4)C(=O)[C@@H]32)cc1 | 0.0% | x
Cn1c(CCC(=O)OCC(=O)NCc2ccc3c(c2)OCO3)nc(=O)c2ccccc21 | -0.5% | 10
Cc1ccccc1CCN(C(=O)CN1C(=O)c2ccccc2S1(=O)=O)C(C(=O)NCC1CCCO1)c1ccncc1 (centres undefined) | 0.7% | -9
CC[C@H]1OC(=O)[C@H](C)[C@@H](O[C@H]2C[C@@](C)(OC)[C@@H](O)[C@H](C)O2)[C@H](C)[C@@H](O[C@@H]2O[C@H](C)C[C@H](N(C)C)[C@H]2O)[C@](C)(O)C[C@@H](C)[C@@H]2N[C@@H](COCCOC)O[C@H]([C@H]2C)[C@]1(C)O | -3.3% | x
O=C(Nc1nc2ccccc2s1)c1cc2c(s1)-c1ccccc1OC2 | 2.5% | 14
CCn1c(SCC(=O)Nc2nc3c(s2)CCCC3)nnc1-c1ccccc1 | 3.1% | x
CC(=O)Oc1ccc(N(C(C)=O)S(=O)(=O)c2cc([N+](=O)[O-])ccc2C)cc1 | -0.1% | 6
CCOC(=O)c1ccc(NC(=O)COc2ccc(S(=O)(=O)NC(C)C)cc2)cc1 | 2.0% | -1
O=C(COc1ccc(S(=O)(=O)N2CCCCC2)cc1)NCc1cccnc1 | -4.3% | 4
COc1ccc(COc2ccsc2C(=O)Nc2ccc(Cl)cc2)cc1 | 1.5% | x
COC(=O)C1=C(O)/C(=C\c2ccc(O)c(OC)c2)N=C1C | 1.6% | x
CN(C)C(=O)COC(=O)c1cccc(CN2C(=O)c3ccccc3C2=O)c1 | 1.0% | -6
O=C(COc1ncnc2ccccc12)Nc1ccccc1[N+](=O)[O-] | -2.1% | x
COc1ccc(S(=O)(=O)Nc2ccccc2C)cc1C(=O)N1CCOCC1 | 0.5% | x
O=C(CCCN1C(=O)c2ccccc2C1=O)N1CCc2ccccc2C1 | 1.7% | 28
O=C(CCc1nc(-c2ccccc2F)no1)NC1CCCCCC1 | 1.7% | 9
CC(C)Cn1c(SCC(=O)Nc2ncccn2)nc2ccccc21 | -0.1% | 5
CNS(=O)(=O)c1ccc(N=Cc2c(C)[nH]n(-c3ccc(C)cc3C)c2=O)cc1 | -0.1% | -11
(further entries)
SMILES | M. tuberculosis GlmU | RmlCD inh 1536
COc1ccc(C(=O)C2CCCN(C(=O)c3cc4nc(C)cc(C)n4n3)C2)cc1F (centres undefined) | 5.5% | 13
Cc1csc2nc(CCNS(=O)(=O)c3ccc4c(c3)OCCO4)cn12 | 4.8% | x
COc1ccc2c(c1)c1ncn(CCCN3CCOCC3)c(=O)c1n2C | -1.4% | 7
CCOc1ccc(N2CC(C(=O)OCC(=O)NCc3ccccc3)CC2=O)cc1 (centres undefined) | -1.3% | x
CC(=O)c1ccc(-n2nncc2C)cc1 | -7.2% | x
Cc1ccc2cc(CCNC(=O)c3c(-c4ccccc4Cl)noc3C)c(=O)[nH]c2c1 | -2.5% | 5
Cc1nc(NC(=O)c2cccnc2)ccc1Br | -2.8% | -8
CCS(=O)(=O)NCCc1cc2c(OC)ccc(OC)c2[nH]c1=O | 6.4% | -5
CC(=O)Nc1ccc(OS(=O)(=O)c2cc(Cl)ccc2C)cc1 | -0.4% | -4
CCCCC[C@H](O)/C=C/[C@H]1C=CC(=O)[C@@H]1C/C=C\CCCC(=O)O | 1.5% | x
Nc1nc(SCC(=O)OCc2ccccc2)[nH]c(=O)c1NC(=O)c1ccco1 | 2.4% | -9
CC(=O)c1ccc(N(C(=O)CS(=O)CC(=O)Nc2ccc(F)cc2)C(C(=O)NC2CCCCC2)c2cccs2)cc1 (centres undefined) | 3.4% | -7
O=S1(=O)c2ccccc2C(CCO)N1Cc1ccccc1 (centres undefined) | 0.1% | x
CN(C)c1ccc(/C=N/N2C(=S)SC(C)(C)C2N(O)C(=O)Nc2ccc([N+](=O)[O-])cc2)cc1 (centres undefined) | 1.3% | x
COc1cc(C=C2C(=O)OC(C)(C)OC2=O)cc(Cl)c1OCC(=O)Nc1ccccc1 | -2.8% | x
Nc1nnc(SCC(=O)Nc2cc(C(F)(F)F)ccc2N2CCOCC2)s1 | 3.1% | x
Nn1c(SCc2ccccc2F)nnc1-c1cccnc1 | 3.8% | x
Oc1cc(O)cc(-c2cc3ccc(O)cc3o2)c1 | 2.3% | x
CCOC(=O)c1c(CSc2ccccc2)n(C)c2cc(Br)c(O)c(CN(C)C)c12 | 4.2% | -10
CCOc1cc(C2C(C(=O)c3ccccc3)=C(C(=O)OC)Nc3nnnn32)ccc1O (centres undefined) | 8.0% | -7
O=C(/C=C/c1ccccc1)OCCCCN=C1NS(=O)(=O)c2ccccc21 | 1.1% | -10
COC(=O)c1ccc(SCC(=O)N2CCC(C)CC2)c([N+](=O)[O-])c1 | 2.5% | -8
CC(C)C(NC(=O)c1ccccc1)C(=O)N/N=C\c1ccco1 (centres undefined) | 1.5% | x
Cc1cc2oc(C(=O)NCCc3ccc(S(N)(=O)=O)cc3)c(C)c2cc1C | -1.8% | 6
COc1cc(/C=C/C(=O)Nc2nnc(CC(C)C)s2)cc(OC)c1OC | -0.8% | -7

Look-ups from the results shown:
In M. tuberculosis GlmU, CCS(=O)(=O)NCCc1cc2c(OC)ccc(OC)c2[nH]c1=O shows 6.4%
In M. tuberculosis GlmU, CC(=O)c1ccc(-n2nncc2C)cc1 shows -7.2%

Later entries.
SMILES | M. tuberculosis GlmU | RmlCD inh 1536
CCOC(=O)c1sc(-c2ccc(Cl)cc2)nc1O | x | -11
CCOC(=O)CSc1nc2ccccc2c(=O)n1CC1CCC(C(=O)NCc2ccco2)CC1 (centres undefined) | 0.8% | 4
Cc1cc(C)c(NC(=O)C2CCN(c3cnccn3)CC2)c(C)c1 | -1.0% | x
COc1ccc(S(=O)(=O)N2CCCC2)c(Cl)c1Cl | 2.6% | -9
N#Cc1ccc(CSc2nnc(-c3cccs3)n2-c2ccccc2)cc1 | -0.9% | 11
CC(=O)Nc1nc(C)c(Oc2ccc(Cl)cc2)c(=O)[nH]1 | -4.9% | -15
COc1c(C)cc(C(=O)C2CCCN(Cc3cnc(C)s3)C2)cc1C (centres undefined) | 0.2% | -5
CC(=O)NC(=S)Nc1ccc(NC(=S)NC(=O)/C=C/c2ccco2)cc1 | -4.9% | -8
COc1ccccc1NC(=O)c1cnc2n(c1=O)CCS2 | -2.8% | 7
O=C(CSc1nc(-c2ccccc2)c(-c2ccccc2)[nH]1)NCC1CCCO1 (centres undefined) | -1.9% | 12
COc1ccc2[nH]cc(C(=O)CCl)c2c1 | 1.1% | 9
CCn1c(SCC(=O)NCC2CCCO2)nnc1-c1c[nH]c2ccccc12 (centres undefined) | -7.8% | 7
CC1CC2(C)Oc3ccccc3CC2C(C)C1CNCCCN(C)C (centres undefined) | -6.3% | 10
CC(C)CCOC(=O)C1[C@H]2C(=O)N(Cc3cccs3)C[C@]23C=C[C@H]1O3 (some centres undefined) | 0.5% | -3
CC(=O)NC1CC2CCCC(C1)N2S(=O)(=O)c1ccccc1 (centres undefined) | 5.9% | 9
COc1ccc(-c2csc(NC(=O)/C(N=Nc3ccccc3)=C(\C)O)n2)cc1 | 8.5% | 6
O=C1CCCc2nc3nc4ccccc4n3cc21 | 2.5% | 0
Cc1ccc(S(=O)(=O)NNC(=O)c2cnn(-c3ccc(Cl)cc3)c2C(F)(F)F)cc1 | 2.2% | -11
O=C(Cn1ccc2ccccc21)Nc1ccc2c(c1)OCO2 | 2.1% | -11
COc1ccc(CC(=O)OCN2C(=O)c3ccccc3C2=O)cc1 | 0.1% | 12
O=C(CCSc1nc(-c2ccco2)cc(C(F)(F)F)n1)NCc1cccs1 | -3.6% | x
CCN(CC)S(=O)(=O)c1ccc(OC)c(NC(=O)c2ccc(OC)c([N+](=O)[O-])c2)c1 | -2.5% | x
Cc1ccc(C(=O)COC(=O)c2cccc(N3C(=O)c4c(C)nc5ccccc5c4C3=O)c2)cc1C | -3.2% | 89
CN(c1ccc(C(=O)NCc2ccccn2)cc1)S(C)(=O)=O | -6.7% | -7
Cn1ncc(Cl)c1C(=O)NCc1cc(C(C)(C)C)n[nH]1 | -0.1% | -2
CCCn1c(=N)n(CCOc2ccc(OC)cc2)c2ccccc21 | x | 11
O=S(=O)(O)c1nc2ccccc2n1CCOc1ccccc1 | 5.1% | 30
O=C(CSc1nnc(-c2ccco2)n1-c1ccccc1)NCCc1ccccc1 | -2.0% | x

Molecules from the list above containing a Cl atom, in the order listed:
SMILES | M. tuberculosis GlmU | RmlCD inh 1536
O=c1cc(N2CCCCC2)c(-c2ccccc2)nn1Cc1c(Cl)cccc1Cl | -8.2% | 3
O=C(CSc1n[nH]c(=O)n1C1CC1)Nc1ccc(Cl)c(Cl)c1 | 4.5% | x
Cc1cc(C)n(-c2nnc(C)n2/N=C/c2ccccc2OCc2ccccc2Cl)n1 | -4.0% | x
COC(=O)[C@H](CCSC)NC(=O)Nc1ccc(OC)c(Cl)c1 | 0.4% | x
Cc1ccc(NC(=O)CSc2ccccc2NC(=O)c2cccc(Cl)c2)cc1Cl | 0.8% | 19
COCCOc1cc(NC(=O)CS(=O)CC(=O)N(C)C)c(Cl)cc1Cl (centres undefined) | -5.4% | x
COc1ccc(COc2ccsc2C(=O)Nc2ccc(Cl)cc2)cc1 | 1.5% | x
Cc1ccc2cc(CCNC(=O)c3c(-c4ccccc4Cl)noc3C)c(=O)[nH]c2c1 | -2.5% | 5
CC(=O)Nc1ccc(OS(=O)(=O)c2cc(Cl)ccc2C)cc1 | -0.4% | -4
COc1cc(C=C2C(=O)OC(C)(C)OC2=O)cc(Cl)c1OCC(=O)Nc1ccccc1 | -2.8% | x
CCOC(=O)c1sc(-c2ccc(Cl)cc2)nc1O | x | -11
COc1ccc(S(=O)(=O)N2CCCC2)c(Cl)c1Cl | 2.6% | -9
CC(=O)Nc1nc(C)c(Oc2ccc(Cl)cc2)c(=O)[nH]1 | -4.9% | -15
COc1ccc2[nH]cc(C(=O)CCl)c2c1 | 1.1% | 9
Cc1ccc(S(=O)(=O)NNC(=O)c2cnn(-c3ccc(Cl)cc3)c2C(F)(F)F)cc1 | 2.2% | -11
Cn1ncc(Cl)c1C(=O)NCc1cc(C(C)(C)C)n[nH]1 | -0.1% | -2
